NSD2 inh: blocks human NSD2 histone methyltransferase activity | O96028 | NSD2-SET H3K36me1 DELFIA fluorescence, biochemical | inhibition, % at 12.5 µM | 44,000 compounds, 0.07% hits | AID 624260; in the data active = inhibition above about 54%, passing the limit was not always enough;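 also: inhibitors reduce the monomethyl H3K36 fluorescence signal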
Target sequence (O96028 whole entry, looked up): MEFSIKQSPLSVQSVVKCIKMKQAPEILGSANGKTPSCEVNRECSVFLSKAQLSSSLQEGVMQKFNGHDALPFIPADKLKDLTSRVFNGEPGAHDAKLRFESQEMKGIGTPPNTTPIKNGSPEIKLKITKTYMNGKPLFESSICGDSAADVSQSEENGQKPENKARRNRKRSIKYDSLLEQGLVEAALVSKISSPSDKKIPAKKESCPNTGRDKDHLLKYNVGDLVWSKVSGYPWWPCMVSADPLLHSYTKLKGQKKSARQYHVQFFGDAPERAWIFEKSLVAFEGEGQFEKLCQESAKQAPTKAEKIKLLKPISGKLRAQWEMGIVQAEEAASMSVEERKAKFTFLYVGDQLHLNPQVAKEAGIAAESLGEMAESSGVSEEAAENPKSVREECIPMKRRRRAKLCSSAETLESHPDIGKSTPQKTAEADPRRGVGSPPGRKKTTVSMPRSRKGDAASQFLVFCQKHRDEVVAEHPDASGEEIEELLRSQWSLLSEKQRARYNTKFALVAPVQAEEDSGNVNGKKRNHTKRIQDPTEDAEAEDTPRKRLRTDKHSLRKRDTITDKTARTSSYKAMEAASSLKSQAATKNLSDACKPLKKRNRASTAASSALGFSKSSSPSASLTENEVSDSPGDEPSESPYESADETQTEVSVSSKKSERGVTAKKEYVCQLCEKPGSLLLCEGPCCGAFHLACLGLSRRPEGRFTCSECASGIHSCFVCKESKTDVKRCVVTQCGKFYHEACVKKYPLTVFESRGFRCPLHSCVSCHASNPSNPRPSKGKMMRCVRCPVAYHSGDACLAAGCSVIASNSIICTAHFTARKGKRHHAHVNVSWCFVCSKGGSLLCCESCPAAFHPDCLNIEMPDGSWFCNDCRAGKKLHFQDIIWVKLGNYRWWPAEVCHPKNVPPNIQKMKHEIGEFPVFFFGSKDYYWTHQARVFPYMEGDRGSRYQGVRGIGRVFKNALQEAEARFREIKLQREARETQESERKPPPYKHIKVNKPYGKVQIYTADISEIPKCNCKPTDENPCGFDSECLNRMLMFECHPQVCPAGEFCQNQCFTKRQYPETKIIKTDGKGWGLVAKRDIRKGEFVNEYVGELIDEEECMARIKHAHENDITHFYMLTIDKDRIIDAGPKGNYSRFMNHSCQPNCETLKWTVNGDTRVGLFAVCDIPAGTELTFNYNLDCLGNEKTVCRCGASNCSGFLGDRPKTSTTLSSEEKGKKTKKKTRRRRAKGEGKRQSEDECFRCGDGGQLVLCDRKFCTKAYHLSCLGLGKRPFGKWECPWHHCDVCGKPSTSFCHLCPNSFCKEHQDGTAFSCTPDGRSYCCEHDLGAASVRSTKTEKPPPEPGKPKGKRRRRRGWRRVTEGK
Active calls of the source: *. The list is partial (hit frequency here may not be typical).

How did Cc1noc(C)c1S(=O)(=O)N(C)C[C@@H]1OCc2cnnn2CCCC(=O)N([C@@H](C)CO)C[C@H]1C do in these assays?
NSD2 inh: 2.2

What do the screens show for `C[C@@H]1CN([C@@H](C)CO)C(=O)c2cccc(NC(=O)c3ccncc3)c2O[C@H]1CN(C)S(C)(=O)=O`?
NSD2 inh: 5.1

Results for COC(=O)C1CC2=CC(=O)CCC2(C)C23OC2CC2(C)C(CCC24CCC(=O)O4)C13 (stereo not drawn) ?
NSD2 inh: 0.0

Results for O=C1O[C@H](c2ccccc2)[C@H](c2ccccc2)N2[C@H]1[C@@H](C(=O)N1CCCCCCC1)[C@]1(C(=O)Nc3ccc(C#CCCO)cc31)[C@H]2c1ccccc1OCCO ?
NSD2 inh: 4.0

Results for COc1ccc(S(=O)(=O)N(C)C[C@H]2OCCCC[C@@H](C)Oc3ccc(NC(=O)CCC(F)(F)F)cc3C(=O)N([C@H](C)CO)C[C@@H]2C)cc1 ?
NSD2 inh: 1.8

Results for COc1ccc(CN(C)C[C@H]2OCCCC[C@H](C)Oc3ccc(NS(=O)(=O)c4cccs4)cc3C(=O)N([C@H](C)CO)C[C@H]2C)cc1 ?
NSD2 inh: 26.4

How did C[C@@H]1CN([C@H](C)CO)C(=O)Cc2cc(NC(=O)Cn3cnnn3)ccc2O[C@H]1CN(C)S(=O)(=O)c1cccs1 do in these assays?
NSD2 inh: -0.3

How did C[C@H]1CN([C@@H](C)CO)C(=O)c2cccc(NC(=O)Nc3ccc4c(c3)OCO4)c2O[C@H]1CN(C)S(=O)(=O)c1ccccc1 do in these assays?
NSD2 inh: 5.6

Results for COc1ccc([Si](C)(C)[C@@H]2[C@@H](CCO)O[C@]3(C(=O)N(Cc4ccc(N5CCOC5=O)cc4)c4ccccc43)[C@H]2C)cc1 ?
NSD2 inh: 3.1

What do the screens show for `C[C@@H]1CN([C@@H](C)CO)C(=O)c2cc(NC(=O)CCC(F)(F)F)ccc2O[C@@H](C)CCCCO[C@H]1CN(C)C`?
NSD2 inh: 45.8

What do the screens show for `COc1ccccc1-c1cnc2c(c1)C(=O)N([C@H](C)CO)C[C@H](C)[C@@H](CN(C)C(=O)CC1CC1)O2`?
NSD2 inh: 3.3

What do the screens show for `C[C@@H]1CN([C@H](C)CO)C(=O)Cc2cc(NS(=O)(=O)c3cn(C)cn3)ccc2O[C@H]1CN(C)S(=O)(=O)c1cccs1`?
NSD2 inh: -3.0

What do the screens show for `C[C@H]1CN([C@@H](C)CO)C(=O)c2cccc(NC(=O)NC3CCCCC3)c2O[C@@H]1CN(C)S(=O)(=O)c1ccc(F)cc1`?
NSD2 inh: -2.7

How did COc1ccc(CNC(=O)C[C@H]2CC[C@H](NC(=O)CN(C)C)[C@@H](CO)O2)cc1 do in these assays?
NSD2 inh: 1.3

Results for Oc1cc(O)cc(/C=C/c2ccccc2)c1 ?
NSD2 inh: -1.5

What do the screens show for `COc1ccc(NC(=O)N(C)C[C@@H]2OCCCC[C@@H](C)Oc3ccc(NC(=O)Cc4ccccc4)cc3C(=O)N([C@H](C)CO)C[C@@H]2C)cc1`?
NSD2 inh: -1.3

How did CNC[C@@H]1OCCCC[C@@H](C)Oc2ccc(NS(=O)(=O)c3ccc(F)cc3)cc2C(=O)N([C@H](C)CO)C[C@@H]1C do in these assays?
NSD2 inh: 16.0

How did Cc1noc(C)c1S(=O)(=O)Nc1ccc2c(c1)C(=O)N([C@H](C)CO)C[C@@H](C)[C@H](CN(C)C(=O)Nc1ccc3c(c1)OCO3)O2 do in these assays?
NSD2 inh: 0.4

Results for C[C@H](CO)N1C[C@H](C)[C@H](CN(C)Cc2ccc(C(=O)O)cc2)Oc2ccc(NC(=O)C3CCCCC3)cc2C1=O ?
NSD2 inh: 7.2

How did Cc1c(C=Nc2ccc(C(C)C)cc2)sc2ccccc12 do in these assays?
NSD2 inh: 6.1

Reprinted from the part before: three compounds, followed by the next part.
How did Cc1noc(C)c1S(=O)(=O)Nc1ccc2c(c1)C(=O)N([C@H](C)CO)C[C@@H](C)[C@H](CN(C)C(=O)Nc1ccc3c(c1)OCO3)O2 do in these assays?
NSD2 inh: 0.4

Results for C[C@H](CO)N1C[C@H](C)[C@H](CN(C)Cc2ccc(C(=O)O)cc2)Oc2ccc(NC(=O)C3CCCCC3)cc2C1=O ?
NSD2 inh: 7.2

How did Cc1c(C=Nc2ccc(C(C)C)cc2)sc2ccccc12 do in these assays?
NSD2 inh: 6.1

What do the screens show for `COc1ccc(S(=O)(=O)N(C)C[C@@H]2OCc3ccccc3-c3c(n(C)c4ccccc34)C(=O)N([C@H](C)CO)C[C@@H]2C)cc1`?
NSD2 inh: -10.8

Results for O=C(C[C@@H]1CC[C@@H](NC(=O)Cc2ccccn2)[C@@H](CO)O1)NCCc1ccccc1 ?
NSD2 inh: 5.1

What do the screens show for `COc1ccc(NC(=O)Nc2ccc3c(c2)C(=O)N([C@@H](C)CO)C[C@H](C)[C@H](CN(C)C(=O)Nc2ccc(F)cc2)OCCCC[C@H](C)O3)cc1`?
NSD2 inh: -4.4

What do the screens show for `C[C@@H]1CN([C@@H](C)CO)C(=O)CCCn2cc(nn2)CO[C@H]1CN(C)Cc1cccc(O)c1`?
NSD2 inh: 5.1

How did COc1ccc(C#Cc2ccc3c(c2)[C@]2(C(=O)N3)[C@H](C(=O)N3CCN(c4ncccn4)CC3)[C@H]3C(=O)O[C@H](c4ccccc4)[C@H](c4ccccc4)N3[C@@H]2c2ccccc2OCCO)cc1 do in these assays?
NSD2 inh: 2.4

How did Cc1noc(C)c1NC(=O)N(C)C[C@H]1OCCCC[C@H](C)Oc2ccc(NS(=O)(=O)c3cn(C)cn3)cc2C(=O)N([C@H](C)CO)C[C@@H]1C do in these assays?
NSD2 inh: -4.7

How did C[C@H](CO)N1C[C@H](C)[C@H](CN(C)S(=O)(=O)c2ccccc2)Oc2ncc(-c3ccncc3)cc2C1=O do in these assays?
NSD2 inh: -9.8

Results for C[C@H](CO)N1C[C@H](C)[C@@H](CN(C)C)Oc2ccc(NC(=O)NC3CCCCC3)cc2CC1=O ?
NSD2 inh: -0.1

Results for O=C(O)CCCCCCC(=O)Nc1ccc(C2OC(CSCCO)CC(c3ccccc3)O2)cc1 (stereo not drawn) ?
NSD2 inh: -0.7

What do the screens show for `C[C@@H]1CN([C@@H](C)CO)S(=O)(=O)c2ccc(C#CC3CCCCC3)cc2O[C@H]1CN(C)Cc1cccnc1`?
NSD2 inh: 5.2

Results for C[C@@H]1CN([C@@H](C)CO)C(=O)c2cc(NS(C)(=O)=O)ccc2O[C@@H](C)CCCCO[C@@H]1CN(C)S(=O)(=O)c1cn(C)cn1 ?
NSD2 inh: -1.4

How did O=C(C[C@H]1C[C@H]2c3cc(NC(=O)C4CCC4)ccc3O[C@H]2[C@@H](CO)O1)NCC1CC1 do in these assays?
NSD2 inh: 2.8

Results for C[C@@H]1CN([C@H](C)CO)C(=O)c2cc(NC(=O)Nc3ccc(C(F)(F)F)cc3)ccc2O[C@H]1CN(C)C(=O)NC1CCCCC1 ?
NSD2 inh: -2.3

What do the screens show for `CC(C)CC#Cc1cnc2c(c1)C(=O)N([C@H](C)CO)C[C@H](C)[C@H](CN(C)C(=O)Cc1ccccc1)O2`?
NSD2 inh: 0.5

How did C[C@H]1CN([C@@H](C)CO)C(=O)c2cccc(NC(=O)C3CCOCC3)c2O[C@H]1CN(C)S(=O)(=O)c1ccc(F)cc1 do in these assays?
NSD2 inh: 5.5

How did COc1ccc(NC(=O)N(C)C[C@@H]2Oc3ncc(C#Cc4ccc(F)cc4)cc3C(=O)N([C@H](C)CO)C[C@@H]2C)cc1 do in these assays?
NSD2 inh: 0.8

What do the screens show for `COc1cc(O[C@@H]2O[C@H](CO)[C@@H](O)[C@H](O)[C@H]2O)cc(OC)c1OC`?
NSD2 inh: -1.2

How did C[C@@H]1CCCCO[C@H](CN(C)Cc2ccc(C(=O)O)cc2)[C@@H](C)CN([C@H](C)CO)C(=O)c2cc(NS(=O)(=O)c3cccs3)ccc2O1 do in these assays?
NSD2 inh: -0.9

How did CC(C)NC(=O)Nc1ccc2c(c1)C(=O)N([C@@H](C)CO)C[C@H](C)[C@@H](CN(C)Cc1ccc3c(c1)OCO3)OCCCC[C@@H](C)O2 do in these assays?
NSD2 inh: 5.4

Results for CC(C)CC#Cc1ccc2c(c1)O[C@@H](CN(C)C(=O)Nc1ccccc1)[C@H](C)CN([C@H](C)CO)S2(=O)=O ?
NSD2 inh: -6.1

Random excerpt: three records from the list
How did C[C@H]1CN([C@@H](C)CO)C(=O)c2cccc(NC(=O)C3CCOCC3)c2O[C@H]1CN(C)S(=O)(=O)c1ccc(F)cc1 do in these assays?
NSD2 inh: 5.5

Results for CC(C)CC#Cc1ccc2c(c1)O[C@@H](CN(C)C(=O)Nc1ccccc1)[C@H](C)CN([C@H](C)CO)S2(=O)=O ?
NSD2 inh: -6.1

What do the screens show for `COc1cc(O[C@@H]2O[C@H](CO)[C@@H](O)[C@H](O)[C@H]2O)cc(OC)c1OC`?
NSD2 inh: -1.2

More structures.
What do the screens show for `C[C@H]1CN([C@@H](C)CO)S(=O)(=O)c2ccc(-c3ccncc3)cc2O[C@H]1CN(C)Cc1cncnc1`?
NSD2 inh: 5.5

How did COc1ccccc1S(=O)(=O)N[C@@H]1C=C[C@H](CC(=O)N2CCOCC2)O[C@@H]1CO do in these assays?
NSD2 inh: 5.9

Results for O=C(C[C@@H]1CC[C@H](NC(=O)Nc2cc(F)ccc2F)[C@H](CO)O1)NCc1ccncn1 ?
NSD2 inh: 7.4

How did C[C@H](CO)N1C[C@H](C)[C@@H](CN(C)Cc2ccccc2C(=O)O)OCc2cn(nn2)CCCC1=O do in these assays?
NSD2 inh: 2.4

Results for C[C@H]1CN([C@@H](C)CO)C(=O)c2cc(-c3cccc(F)c3)cnc2O[C@H]1CN(C)CC1CCOCC1 ?
NSD2 inh: -4.2

What do the screens show for `C[C@@H]1CN([C@@H](C)CO)S(=O)(=O)c2ccc(/C=C/c3ccccc3)cc2O[C@@H]1CN(C)Cc1cccnc1`?
NSD2 inh: 7.8

Results for CC(C)CC#Cc1cnc2c(c1)C(=O)N([C@H](C)CO)C[C@@H](C)[C@H](CN(C)S(C)(=O)=O)O2 ?
NSD2 inh: -4.0

How did C[C@H]1CCCCO[C@@H](CN(C)C(=O)c2ccccc2)[C@@H](C)CN([C@@H](C)CO)C(=O)c2cc(NS(=O)(=O)c3ccccc3)ccc2O1 do in these assays?
NSD2 inh: -2.0

Results for C[C@H](CO)N1C[C@H](C)[C@@H](CN(C)C(=O)Cc2ccccc2)Oc2cc(C3=CCCCC3)ccc2S1(=O)=O ?
NSD2 inh: -7.6

Results for C[C@H](CO)N1C[C@H](C)[C@H](CN(C)Cc2ccccn2)Oc2cc(C#CCN(C)C)ccc2S1(=O)=O ?
NSD2 inh: -1.5

How did C[C@H]1CN([C@@H](C)CO)C(=O)c2cc(NS(C)(=O)=O)ccc2O[C@H]1CN(C)C(=O)NC1CCCCC1 do in these assays?
NSD2 inh: -1.9

How did C[C@H]1CN([C@@H](C)CO)C(=O)c2cc(NC(=O)CCC(F)(F)F)ccc2O[C@@H]1CN(C)C(=O)NC1CCCCC1 do in these assays?
NSD2 inh: -1.5

What do the screens show for `O=C(C[C@H]1CC[C@H](NS(=O)(=O)c2ccccc2F)[C@H](CO)O1)NCCCN1CCOCC1`?
NSD2 inh: 2.3

Results for Cc1ccccc1-c1ccc2c(c1)O[C@H](CN(C)C(=O)c1ccccn1)[C@@H](C)CN([C@@H](C)CO)S2(=O)=O ?
NSD2 inh: 3.1

How did C[C@H](CO)N1C[C@H](C)[C@@H](CN(C)C(=O)Nc2ccc(F)cc2)Oc2ccc(NC(=O)NC3CCCCC3)cc2CC1=O do in these assays?
NSD2 inh: 9.2

Results for C[C@H]1CN([C@@H](C)CO)C(=O)c2cc(/C=C/c3ccccc3)cnc2O[C@H]1CN(C)C(=O)c1cccc(F)c1 ?
NSD2 inh: 4.8

Results for C[C@@H]1CN([C@@H](C)CO)C(=O)c2cc(NC(=O)c3ccccc3)ccc2O[C@@H](C)CCCCO[C@@H]1CN(C)C(=O)Nc1ccccc1 ?
NSD2 inh: -5.5

Results for COc1ccc(-c2nnc(SCCCN3C(=O)c4cccc5cccc(c45)C3=O)n2C)cc1OC ?
NSD2 inh: 19.9

Results for C[C@H](CO)N1C[C@H](C)[C@@H](CN(C)C(=O)Cc2ccncc2)Oc2cc(-c3cncnc3)ccc2S1(=O)=O ?
NSD2 inh: 0.7

What do the screens show for `CCCC#Cc1cnc2c(c1)C(=O)N([C@H](C)CO)C[C@@H](C)[C@@H](CN(C)C(=O)c1cccc(F)c1)O2`?
NSD2 inh: 30.5

How did COc1ccc(NC(=O)N(C)C[C@@H]2Oc3ccc(NC(=O)NC4CCCCC4)cc3C(=O)N([C@H](C)CO)C[C@@H]2C)cc1 do in these assays?
NSD2 inh: 6.4

How did C[C@@H]1CN([C@@H](C)CO)C(=O)c2cc(C#Cc3ccccn3)cnc2O[C@@H]1CN(C)Cc1cccnc1 do in these assays?
NSD2 inh: -0.6

What do the screens show for `O=C(NC1CC1)C1=C[C@@H](C2CCCCC2)C[C@@H](OCc2ccc(CO)cc2)O1`?
NSD2 inh: 1.1

What do the screens show for `COc1ccc(CN(C)C[C@@H]2Oc3ccc(NS(=O)(=O)c4ccc(OC)cc4)cc3C(=O)N([C@@H](C)CO)C[C@H]2C)cc1`?
NSD2 inh: 6.5

What do the screens show for `Cc1noc(C)c1NC(=O)N(C)C[C@@H]1Oc2ncc(C#CCN(C)C)cc2C(=O)N([C@H](C)CO)C[C@H]1C`?
NSD2 inh: -1.4

What do the screens show for `COCCNC(=O)C[C@H]1C[C@H]2c3cc(NC(=O)Nc4ccccc4F)ccc3O[C@H]2[C@H](CO)O1`?
NSD2 inh: 5.5

Results for O=C(O)CCCCCC(=O)N/N=C/c1cccnc1Br ?
NSD2 inh: -2.1

What do the screens show for `C[C@H](CO)N1C[C@H](C)[C@@H](CN(C)CC2CCCCC2)Oc2c(NC(=O)Nc3ccccc3)cccc2C1=O`?
NSD2 inh: -2.0

How did C[C@@H]1CN([C@H](C)CO)C(=O)c2cccc(NC(=O)C3CCCCC3)c2O[C@H]1CN(C)Cc1ccc(Oc2ccccc2)cc1 do in these assays?
NSD2 inh: 4.4

What do the screens show for `Cc1noc(C)c1NC(=O)N(C)C[C@@H]1Oc2ccc(NS(C)(=O)=O)cc2CC(=O)N([C@H](C)CO)C[C@H]1C`?
NSD2 inh: -0.7

From PubChem BioAssay
